Bioassay records as filed in PubChem.
Pf apPOL inh – Pf-apPOL DNA polymerase inhibition; Recombinant Pf-apPOL, molecular beacon fluorescence, 1.5 h; inhibition, % at 10 µM; hit rate 0.25% among 210,000
mHTT-CaM PPI inh – mHTT-calmodulin interaction abrogation; hit rate 3.6% among 190,000; AID 1671202; AlphaScreen His-mHTT/GST-CaM binding, luminescence; P42858; inhibition, % at 15 µM;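 note: 0% = both proteins with DMSO and 100% = one protein alone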
Active calls of the source: *; . = no result given; & = joins results of further samples. Cut-off read from the data, not from the text of the source: active = inhibition above about 50%; inactive = the rest. Not all compounds are listed; count on the stated rates, not on these rows.

Values run as follows: mHTT-CaM PPI inh	Pf apPOL inh
> COc1ccc(-c2c(C#N)c(SCc3c(C)noc3C)nc3c2C(=O)CC(C)(C)C3)cc1
  3	0
> O=C(Nc1ccc([N+](=O)[O-])cc1)N1CCN(c2ccc(F)cc2)CC1
  14	-6
> COc1ccc(S(=O)(=O)Nc2cc(S(=O)(=O)c3ccc(OC)cc3)c(O)cc2C)cc1
  14	-4
> Cc1ccc(CN2CCCC(c3nc(-c4cnccn4)n[nH]3)C2)s1 (centres undefined)
  27	-2
> CC1CCCN(C(=O)c2csc(-c3ccc(N4CCCC4)nc3)n2)C1 (centres undefined)
  -8	-1
> COC(CNC(=O)c1c[nH]c2ccc(S(=O)(=O)N(C)c3cccc(C)c3)cc2c1=O)OC
  45	-2
> Cc1cc2nn(-c3ccc(Cl)cc3)nc2cc1NC(=O)c1ncn[nH]1
  -2	6
> Fc1cccc(Cl)c1C=Cc1cnc2ccccc2n1
  .	-2
> O=C(NCc1ccc(F)cc1)C(=O)NCC(O)(c1ccccc1)C(F)(F)F (centres undefined)
  -12	-12
> O=c1ccc(-c2noc(Cc3cccc(C(F)(F)F)c3)n2)c[nH]1
  49	-3
> Nc1cc(C2CCN(C(=O)c3ccoc3)CC2)no1
  -12	-3
> NS(=O)(=O)c1ccc(NC(=O)c2noc3c2CCCC3)cc1
  -6	-2
> COCCCN1COc2ccc3c(=O)c(-c4ccc(OC)cc4)c(C)oc3c2C1
  0	-4
> CCOc1cc(CN(C)CCN(C)C)ccc1O
  -10	-2
> O=C(N/C(=C\c1ccco1)C(=O)N1CCOCC1)c1ccco1
  3	0
> CC(=O)Nc1ccc(N=Cc2sccc2C)cc1
  -3	-1
> CCCN(CCC)c1ncnc2c1cnn2-c1ccc(C)cc1C
  2	-5
> COc1ccccc1N=CC1=C(O)CC(C)(C)CC1=O
  -8	-2
> CCN(CCN(C)C)Cc1cccc(C)c1
  -6	4
> O=C(NCCN1CCCC1)C1CCN(c2ncnc3c2nc2n3CCCCC2)CC1
  1	0
> CN(C)c1cc(-n2cccn2)ncn1
  -6	-10
> O=c1oc2c(Cl)cc(Cl)cc2cc1C1=NS(=O)(=O)c2ccccc2N1
  7	-5
> Cc1cc(C)c(NS(C)(=O)=O)c(C)c1
  -1	0
> Cc1cccc(NC(=O)CSc2nc3c(c(=O)n2C)SC(C)C3)c1 (centres undefined)
  15	0
> COc1ccc2c(=O)c(-c3ccccc3C)c(C)oc2c1
  -7&-3	-5&-6
> COc1cccc(NC(=O)C(=O)NCc2cccc(C)c2)c1
  -2	-4
> CCOC(=O)c1sc(N2N=C(C)/C(=C\c3ccc(CC)s3)C2=O)nc1C
  6	.
> COc1ccccc1/C=C1\N=C(c2cccc(C)c2)OC1=O
  3	-1
> Cc1ccc(C(=O)N2CCC3(C2)Nc2cccnc2NC3=NC2CCCC2)cn1 (centres undefined)
  20	6
> COc1ccc(C(=O)N2CCC(COc3ccc(C(=O)N4CCCC4)cc3)CC2)c(C)c1
  15	0
> COc1ccc(C2C=C(c3ccccc3)Nc3ncnn32)c(OC)c1 (centres undefined)
  26	-3
> O=C(NCc1ccco1)c1cn2c(n1)CCCC2
  1	-3
> CC(=O)Nc1ccc(N2C(=O)CSC2c2c(F)cccc2Cl)cc1 (centres undefined)
  1	-5
> COc1ccc(NS(=O)(=O)c2cccc(C(=O)Nc3ccc(C)cc3)c2)cc1
  4	95*
> O=C(NCc1ccc2c(c1)OCO2)C1CCc2sc(C(=O)N3CCCCC3)cc2C1 (centres undefined)
  8	-5
> COc1ccc(S(=O)(=O)N2CC3CN(C(=O)C4CCOC4)CC(C2)O3)cc1 (centres undefined)
  2	-1
> N#Cc1nc(-c2ccc(S(=O)(=O)N3CCCC3)cc2)oc1NCCCn1ccnc1
  0	-1
> Cc1noc(COC2CCN(C(=O)c3cccc(F)c3)CC2)n1
  -5	-5
> CCc1ccc(NC(=O)C2c3cc(OC)c(OC)cc3C(=O)N(C)C2c2ccc(OC)cc2)cc1 (centres undefined)
  5	3
> CCNS(=O)(=O)c1cc(-c2nn(C)c(=O)c3ccccc23)ccc1C
  1	19
> CCc1noc(C2CCCCN2C(=O)Cc2c(C)noc2C)n1 (centres undefined)
  -2	-3
> CCN1CCN(CCCNC(=O)CC2CCN(C(=O)C3CCCCC3)CC2)CC1
  5	-6
> CC1=Nc2ccc(Br)cc2C(c2ccccc2)N1CC(=O)NN (centres undefined)
  12	-2
> CC1=C(C(=O)Nc2ccc(C)cc2C)C(c2ccc(C)cc2)n2ncnc2N1 (centres undefined)
  5	-6
> CCC1=NS(=O)(=O)c2cccnc2N1c1ccc(C)cc1F
  -5	-4
> Cc1noc(C)c1S(=O)(=O)NCC1CCN(S(=O)(=O)C2CC2)CC1
  -10	-5
> CCOc1ccccc1C(=O)N=c1c(C)cccn1C(=O)c1ccccc1OCC
  1	2
> COc1ccc(OC)c(N(CC(=O)N2CCN(Cc3ccccc3)CC2)S(C)(=O)=O)c1
  5	-25
> COc1ccc(/C=c2\sc3n(c2=O)CN(c2ccc([N+](=O)[O-])cc2)CN=3)cc1
  4	-3
> O=C(CSc1nc2c(c(=O)n1-c1ccccc1)SCC2)Nc1ccccc1F
  0	-5
> O=C(NCc1n[nH]c(=O)c2ccccc12)c1ccc2ncsc2c1
  -6	6
> O=C(C1=C(O)C(=O)N(c2ncccn2)C1c1cccs1)c1ccco1 (centres undefined)
  8	-10
> Cc1ccc(NC(=O)c2oc3ccccc3c2C)cc1[N+](=O)[O-]
  2	-8
> Cc1cc(C)c(S(=O)(=O)Nc2ccccc2)cc1S(=O)(=O)Nc1ccccc1
  10	-2
> CN1CC=C2C(C(=O)O)=C(N)C(C#N)(C#N)C(c3ccc([N+](=O)[O-])cc3)C2C1 (centres undefined)
  17	2
> CC(=O)Nc1nonc1NC1=CCCCC1
  -5	.
> Cc1ccc(Cl)cc1NC(=O)CCCCCN1C(=O)c2cccc([N+](=O)[O-])c2C1=O
  15	0
> CCCN1CCN(C(=O)c2cc3c(s2)CCN(C(=O)c2ccc(Cl)cc2)C3)CC1
  19	0
> Cc1cc(=O)[nH]c(-c2cccnc2)n1
  2	-9&7
> Cc1cc(C(=O)NC(C)c2ccccc2)ccc1[N+](=O)[O-] (centres undefined)
  -2	4

New compounds follow
Values run as follows: mHTT-CaM PPI inh	Pf apPOL inh
> CC(C)(C)NC(=O)Nc1ccc(N2CCCN(Cc3ccc(F)cc3F)CC2)nc1
  12	-1
> O=C(CN1CCCCC1)N1c2ccccc2Sc2ccc(Cl)cc21
  -2	-7
> O=C1C=C(NCc2ccccc2)CC(c2ccc(Cl)cc2)C1 (centres undefined)
  .	-425
> N#CCCN(CC1CCCO1)C(=S)Nc1cc(C(F)(F)F)cc(C(F)(F)F)c1 (centres undefined)
  .	-2
> COc1cccc(-c2ncnn2-c2ccc(Cl)cc2)c1OC
  2	-3
> O=C(C1CC1)N1CCCCC1c1nc(-c2cccnc2)no1 (centres undefined)
  -18	7
> O=C(NCC1CCS(=O)(=O)C1)c1cc(-c2ccc(F)cc2)n[nH]1 (centres undefined)
  -7	-8
> Cc1ccc2cc3cc(C(=O)Nc4ccc(F)cc4)oc3nc2c1
  0	-10
> CC1CCCCN1c1nc2c(c(=O)n(C)c(=O)n2C)n1CC(=O)c1ccccc1 (centres undefined)
  14	-5
> COc1ccc([N+](=O)[O-])cc1NC(=O)c1cccc(Cl)c1Cl
  -7	0
> Cc1oc(C2CCN(C(=O)Nc3cc(F)cc(F)c3)CC2)nc1C(=O)N(C)C
  -5	-1
> O=c1oc2c3c(ccc2c2c1CCC2)OCN(c1ccc(F)cc1)C3
  19	-3
> CC1=C(C(=O)Nc2ccc(C)cc2C)C(c2cc(Br)ccc2F)n2nnnc2N1 (centres undefined)
  21	-2
> CCOc1ccc(C(C)NC(=O)c2cc3c(s2)CCN(C(=O)c2ccccc2)C3)cc1 (centres undefined)
  15	-6
> COc1ccccc1NC(=O)c1ccc(S(=O)(=O)NCc2ccccn2)o1
  -8	-3
> O=c1c(Nc2ccc(Cl)cc2)nc2ccncc2n1Cc1ccccc1
  0	0
> COc1ccc(OC)c2c(N3CCOCC3)cc(C(F)(F)F)nc12
  1	-6
> Cc1ccc(C)c(S(=O)(=O)N2CCCC2CNC(=O)c2cccs2)c1 (centres undefined)
  1	8
> COCCn1cc2c3c(cccc31)CN(C(=O)Nc1ccccc1Br)CC2
  23	-3
> Cc1cccc(N2CCN(C(=O)C3c4ccccc4CC(=O)N3C)CC2)c1C (centres undefined)
  0	-8
> Cc1cc(Cl)ccc1Nc1sc(C(=O)c2cc3cc(Cl)ccc3o2)c(N)c1C#N
  .	16
> CCOc1nccnc1N1CCC(N(C)C(=O)c2ccsc2)C1 (centres undefined)
  -2	-1
> Cc1ccc(NC(=O)N2CCCC2c2nc(-c3ccccc3C)no2)cc1 (centres undefined)
  -5	0
> CCOc1ccc(C(=O)Nc2c(C)cccc2CC)cc1Cl
  -9	-4
> O=S(=O)(c1ccc2c(c1)OCCO2)N1CCN(C(c2ccccc2)c2ccccc2)CC1
  .	-8
> Cc1cc(C)c(CNC(=O)c2c(C)oc3ccn(C)c(=O)c23)c(C)c1
  18	0
> OCCCn1c(-c2ccccc2)csc1=Nc1ccccc1
  51*	-1
> N#C/C(=C\c1c[nH]c2ccccc12)C(=O)Nc1cc([N+](=O)[O-])ccc1Cl
  7	-4
> O=C1C(=Cc2ccc([N+](=O)[O-])s2)C(=O)c2ccccc21
  .	0
> CCCN1CCN(C(=O)C2CCCN(c3nnc4c(Cl)cccn34)C2)CC1 (centres undefined)
  5	2

Molecules listed so far containing an NH in an aromatic ring (8):
Values run as follows: mHTT-CaM PPI inh	Pf apPOL inh
> Cc1ccc(CN2CCCC(c3nc(-c4cnccn4)n[nH]3)C2)s1 (centres undefined)
  27	-2
> COC(CNC(=O)c1c[nH]c2ccc(S(=O)(=O)N(C)c3cccc(C)c3)cc2c1=O)OC
  45	-2
> Cc1cc2nn(-c3ccc(Cl)cc3)nc2cc1NC(=O)c1ncn[nH]1
  -2	6
> O=c1ccc(-c2noc(Cc3cccc(C(F)(F)F)c3)n2)c[nH]1
  49	-3
> O=C(NCc1n[nH]c(=O)c2ccccc12)c1ccc2ncsc2c1
  -6	6
> Cc1cc(=O)[nH]c(-c2cccnc2)n1
  2	-9&7
> O=C(NCC1CCS(=O)(=O)C1)c1cc(-c2ccc(F)cc2)n[nH]1 (centres undefined)
  -7	-8
> N#C/C(=C\c1c[nH]c2ccccc12)C(=O)Nc1cc([N+](=O)[O-])ccc1Cl
  7	-4

(listing goes on)
Values run as follows: mHTT-CaM PPI inh	Pf apPOL inh
> CC(C)N1CCn2c(nc3cc(C(=O)NCc4ccccc4Cl)ccc32)C1=O
  4	-1
> O=C(c1ccc(Cl)cc1)c1cc2ccccc2o1
  -6	-7
> O=C(NCc1ccc(S(=O)(=O)Nc2ccc(Oc3c(Cl)cccc3Cl)nc2)s1)c1ccccc1
  .	-1
> CSc1nnc(-c2nn(C)c3c2CN(C(=O)COc2ccc(Cl)cc2)CC3)n1C
  0	-3
> O=C(Nc1nc2ccc([N+](=O)[O-])cc2s1)c1cccnc1
  1	-14
> O=C(NCC(c1ccc(F)cc1)N1CCOCC1)NC1CCCCC1 (centres undefined)
  -6	0
> C[C@@H]1CCC(=O)N(CC[C@H](Sc2ccc(Br)cc2)c2ccccc2)CC1
  8	-6
> O=C(Cc1c(F)cccc1Cl)N1CC2CC(NS(=O)(=O)c3ccccc3)C1C2 (centres undefined)
  9	-5
> O=C(C1CCCCC1)N1CCC(Cc2ccccc2)CC1
  -17	9
> CCN(CC(O)COc1ccc(Cl)cc1Cl)C1CCCCC1 (centres undefined)
  7	-10
> CC(C)(C)[C@H]1CCSC2=NCCC[C@]2(c2ccccc2)C1
  7	-2
> O=C1CSC(c2ccccc2)N1c1ccccc1F (centres undefined)
  -9	-2
> Cn1ccn(C2c3ccccc3Oc3ccccc32)c1=S
  6	.
> COc1ccc(NC(=O)N2CCc3cn(C)c4cccc(c34)C2)cc1Cl
  18	-2
> COCCNC(=O)C1CCCN(c2cnn(Cc3ccccc3)c(=O)c2)C1 (centres undefined)
  3	-6
> O=C(/C=C/c1ccc(-c2ccccc2)o1)c1ccco1
  48	-1
> C=CCNC(=O)c1cc2c(=O)n3cccc(C)c3nc2n(CC2CCCO2)c1=N (centres undefined)
  -4	-5
> CC(C)(CC(=O)O)CC(=O)Nc1ccc(Br)c(C(F)(F)F)c1
  .	-4
> O=C(NCc1ccccn1)c1ccc(NC(=O)C2CC2)cc1N1CCCCCC1
  37	-3
> COc1c2c(nc3ccccc13)OC(C(C)(O)CO)C2 (centres undefined)
  -6&-6	-11&-2&0
> CS(=O)(=O)Nc1ccc(C2(C(=O)N3CCCCC3)CCCCC2)cc1
  -13	-5
> O=C(NC1CCCCNC1=O)c1cccnc1Oc1ccc(Cl)cc1 (centres undefined)
  .	1
> CCN(CC)CCCN(c1ccccc1)C1Cc2ccccc2C1
  .	-9
> COc1ccccc1NC(=O)c1cc(S(=O)(=O)N(C)C2CCCCC2)ccc1F
  -15	-3
> Nc1ccc2nn(-c3ccc(Cl)cc3)nc2c1
  -17	.
> CCOC(=O)c1sc(Sc2ccc(C(F)(F)F)cn2)c2c1CC(C)(C)CC2=O
  .	0
> COCCCNC1CCN(Cc2ccccc2)CC1
  2	2
> NNC(=O)COc1ccc(SC(F)(F)F)cc1
  .	-13
> CCOc1ccc(C=C2Oc3cc(OCC(=O)OC(C)C)ccc3C2=O)cc1
  -10	10
> Cc1noc(C)c1C1CCCN1C(=O)c1cc(C(C)C)no1 (centres undefined)
  -7	-3
> O=C1OCc2ccc(NC(=O)C3CCCCC3)cc21
  0	-3
> Cc1cc(N2C(=O)C3C4C=CC(CC4)C3C2=O)c([N+](=O)[O-])cc1C (centres undefined)
  1	0
> O=C(c1ccc(CNS(=O)(=O)c2ccc(F)cc2)cc1)N1CCC2(CC1)OCCO2
  -2	-5
